Screening results as filed in PubChem BioAssay.
AmpC inh det: Promiscuous and Specific Inhibitors of AmpC Beta-Lactamase (assay with detergent); P00811; purified AmpC, nitrocefin hydrolysis with detergent; Potency, µM (doses to about 28.7 µM), for the others: at the top dose activity change, negative = inhibition; hit rate 0.09% among 71,000; active means well fitted curve in the direction sought with a large enough effect
Target sequence (P00811 whole entry, looked up): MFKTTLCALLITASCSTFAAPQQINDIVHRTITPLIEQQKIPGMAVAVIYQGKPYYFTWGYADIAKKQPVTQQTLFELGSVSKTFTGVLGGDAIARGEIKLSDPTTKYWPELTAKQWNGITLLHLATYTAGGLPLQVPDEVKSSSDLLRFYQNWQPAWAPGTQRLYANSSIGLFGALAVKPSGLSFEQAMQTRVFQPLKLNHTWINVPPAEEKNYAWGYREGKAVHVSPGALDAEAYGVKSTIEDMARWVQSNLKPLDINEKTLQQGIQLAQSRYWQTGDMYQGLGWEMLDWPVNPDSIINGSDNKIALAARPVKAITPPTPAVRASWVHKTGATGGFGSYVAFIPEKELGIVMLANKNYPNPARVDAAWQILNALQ
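E. coli AmpC (5.3 nM) in 20 mM phosphate pH 7.0 with 0.01% Triton X-100, preincubated 15 min RT with compound; nitrocefin (2 uL of 800 uM stock) hydrolysis followed by 480 nm absorbance every 20 s over 4 min.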
Active calls of the source: *; [ ] = dose if it differs, or a comment. On the % scale 0 is the no-effect control and ±100 the full control effect; potency means the concentration at half of the fitted maximal effect. An excerpt; rates above refer to the full screens.

SMILES | AmpC inh det
CN(C)c1ccc(-c2cncnc2NCc2cccnc2)cc1 | 7%
COc1ccc(NC(=O)COC(=O)c2ccc(Br)o2)cc1OC | 11%
CCOC(=O)c1sc(NC(=O)C2CCCO2)c(C(=O)OCC)c1C (configuration not stated) | 4%
C[C@H](O)C(=O)Nc1c(I)c(C(=O)NC(CO)CO)c(I)c(C(=O)NC(CO)CO)c1I | -2%[12.8 µM]
CCc1nccn1S(=O)(=O)c1ccc(OC)c(OC)c1 | 17%
CS(=O)(=O)N1CCN(Cc2ccccc2C(F)(F)F)CC1 | 7%
Cc1[nH]c2ccccc2c1Cc1nnc(SCC(=O)NCc2ccco2)o1 | 10%
CCCCCCC(=O)N(O)C1CC(=O)N(c2ccc(Br)cc2)C1=O (configuration not stated) | -3%
COCCCNC(=O)CCn1c(=O)c2ccccc2n(CC(=O)Nc2ccccc2C)c1=O | 9%
CCOc1ccc2nc(NC(=O)CS(=O)(=O)c3ccccc3)sc2c1 | -7%
O=c1c2c(nc3nc(Cc4ccccc4)[nH]n13)CCC2 | -3%
Cc1cccn2c(=O)c(C=Nc3ccc(Cl)cc3)c(NCCO)nc12 | 0%
CC1(C)CC(=O)C(C=NCCN2CCN(C(=O)NC34CC5CC(CC(C5)C3)C4)CC2)=C(O)C1 | 6%
Cc1cc(-c2nnc(SCc3ccccn3)o2)no1 | 0%
O=C(CN1CCN(C(=O)c2ccccc2)CC1)Nc1ccc(Br)cn1 | -5%
O=C(NCCCN1CCOCC1)C1(c2ccccc2)CCCC1 | -5%
COc1cc(C)nc(OCCNS(=O)(=O)c2cc(C)ccc2C)n1 | -5%
Cc1onc(-c2c(Cl)cccc2Cl)c1C(=O)NCC1CCCO1 (configuration not stated) | -2%
O=C(Cn1nnc(-c2ccccc2F)n1)NCCc1ccccc1 | 12%
O=C(NC1CCCCC1)c1ccc(S(=O)(=O)N2CCCCC2)cc1 | -3%
CCOC(=O)CSc1nnc(CNC(=O)c2ccccc2OC)n1-c1ccc(OC)cc1 | 3%
Cc1cccc(OCCCc2c(C)n[nH]c2C)c1 | -2%
CN(C)c1nc(N)nc(Cn2ccnc2)n1 | 0%
CCOC(=O)c1ccccc1N/C=C1\CCCC1=O | -3%
Cc1c(Cl)cccc1Nc1nc(N)nc(CSc2ncccn2)n1 | -4%

Pulled by compound from above:
SMILES | AmpC inh det
Cc1cc(-c2nnc(SCc3ccccn3)o2)no1 | 0%
Cc1cccn2c(=O)c(C=Nc3ccc(Cl)cc3)c(NCCO)nc12 | 0%
CS(=O)(=O)N1CCN(Cc2ccccc2C(F)(F)F)CC1 | 7%
CCc1nccn1S(=O)(=O)c1ccc(OC)c(OC)c1 | 17%
CCCCCCC(=O)N(O)C1CC(=O)N(c2ccc(Br)cc2)C1=O (configuration not stated) | -3%

Four entries from above, reformatted:
compound,AmpC inh det
O=C(CN1CCN(C(=O)c2ccccc2)CC1)Nc1ccc(Br)cn1,-5%
O=C(NCCCN1CCOCC1)C1(c2ccccc2)CCCC1,-5%
COc1cc(C)nc(OCCNS(=O)(=O)c2cc(C)ccc2C)n1,-5%
Cc1onc(-c2c(Cl)cccc2Cl)c1C(=O)NCC1CCCO1 (configuration not stated),-2%

(list continues)
SMILES | AmpC inh det
COC(=O)C1=C(Cn2cnc3ccccc32)NC(=O)NC1c1cc(C)ccc1C (configuration not stated) | -2%
CCc1ccc2c(-c3cccc(Cl)c3)nc(=O)n(CC)c2n1 | 1%
O=C(CC(=O)c1ccncc1)c1ccccc1 | -2%[5.75 µM]
CCCCCn1c(=NC(C)=O)c(C#N)cc2c(=O)n3cccc(C)c3nc21 | 13%
CCOC(=O)c1ccc2nc(C)c3c(c2c1)OC(C)C3 (configuration not stated) | 6%
CCCCOC(=O)CCn1c(=S)oc2ccccc21 | -3%
O=C(Nc1nc(-c2ccc(S(=O)(=O)N3CCCCCC3)cc2)cs1)c1cccs1 | -3%
COc1ccccc1N(CCC#N)C(=O)CSc1ccc2c(c1)OCCO2 | 0%
N#Cc1ccccc1Cn1cc(C(=O)c2cccs2)c2ccccc21 | -4%
CC1(C(=O)O)Sc2[nH]c(=O)sc2C2c3ccccc3OC(=O)C21 (configuration not stated) | 0%
O=C(COc1ccccc1Cl)NCCCN1CCOCC1 | -9%
CC1Cc2ccccc2N1c1ncnc2c1nnn2Cc1ccccc1 (configuration not stated) | 11%
Cc1occc1C(=O)NC1CCCCCC1 | 3%
O=C(c1cccc(F)c1)N1CCC2(CCN(Cc3nccs3)CC2)CC1 | -3%
Cc1noc(C)c1COC(=O)C1CC(O)CN1S(=O)(=O)c1ccc(Cl)cc1 (configuration not stated) | -3%
N#Cc1c(/N=C/c2c(O)n(Cc3ccco3)c(=O)[nH]c2=O)sc2c1CCCC2 | -9%
CC1(C)Cc2c(C#N)c(NCCCO)nc(-c3ccccc3)c2CO1 | 10%
CCOC(=O)c1c(N)sc(C(N)=O)c1C | 3%
COc1ccc(-n2nc(C(=O)NCC(=O)NCc3ccco3)c3ccccc3c2=O)cc1 | 3%
CCn1c(CNc2ccc(OC)cc2)nnc1SCC(=O)N1CCCc2ccccc21 | 8%
COc1ccc(C2C(C(=O)N3CCN(c4ccccc4F)CC3)c3ccccc3C(=O)N2C)cc1 (configuration not stated) | 1%
CCn1c(C)cc2c(c1=O)C(c1ccccc1Br)C(C#N)=C(N)O2 (configuration not stated) | -1%
CCOC(=O)c1cc2c(N)c(C(=O)c3cc(C#N)c(SC)nc3C)sc2nc1C | -2%
COc1ccc(-c2nnc(SCc3nnc(-c4ccc(Cl)cc4)o3)n2-c2ccccc2)cc1 | 1%
CC(C)n1c(SCCCc2ccccc2)nc2c1c(=O)[nH]c(=O)n2C | 13%

Another view of part of the listing above.
compound: O=C(Nc1nc(-c2ccc(S(=O)(=O)N3CCCCCC3)cc2)cs1)c1cccs1
  AmpC inh det: -3%
compound: CCCCCn1c(=NC(C)=O)c(C#N)cc2c(=O)n3cccc(C)c3nc21
  AmpC inh det: 13%
compound: COC(=O)C1=C(Cn2cnc3ccccc32)NC(=O)NC1c1cc(C)ccc1C (configuration not stated)
  AmpC inh det: -2%

Remaining list, next part:
SMILES | AmpC inh det
COc1ncnc(NS(=O)(=O)c2ccc(N)cc2)c1OC | 0%[12.8 µM]
Cc1nnc(SCC(=O)N2CCC(c3noc4ccc(F)cc34)CC2)s1 | -3%
Cc1ccc(S(=O)(=O)NCCCOC(=O)Nc2ccncc2)cc1 | 0%
COC(=O)c1ccccc1NC(=O)C(C)NS(=O)(=O)c1ccc(OC)cc1 (configuration not stated) | 1%
CC(CCc1ccco1)NC(=O)Cn1nc(Cc2ccncc2)c2ccccc2c1=O (configuration not stated) | 9%
COc1ccc(C2N(c3cc(Cl)ccc3OC)C(=O)C3CCCN32)cc1 (configuration not stated) | 4%
c1coc(CNc2ncnc3sc4c(c23)CCCCC4)c1 | 13%
Cc1ccc(CCNc2ccccc2)c[n+]1[O-] | 0%
Cc1nc2cc(O)ccc2n1C | 0%
Cc1nc(SCC(=O)NCc2ccco2)c2c3c(sc2n1)CCCC3 | -4%
O=c1nc(-c2ccccc2)cc(-c2ccccc2)[nH]1 | -1%
CC(C)[C@@H](CC(=O)N[C@@H]1CCNC[C@H]1C(=O)N[C@H](CC(=O)N[C@@H](CCC(=O)O)CC(=O)O)Cc1ccccc1)NC(=O)C[C@H](Cc1c[nH]c2ccccc12)NC(=O)[C@@H]1CNCC[C@H]1N | -3%
Cc1ccc(CCN2CC(C(=O)NC3CCCC3)CC2=O)cc1 (configuration not stated) | 0%
Cc1ccccc1OCc1nnc(SCC(=O)Nc2ccc3c(c2)oc2ccccc23)n1C | -8%
CC(C)(O)[C@@H]1[C@H]2OC(=O)[C@@H]1[C@]1(O)C[C@H]3O[C@]34C(=O)O[C@H]2[C@@]14C (tested in a mixture with another compound) | 2%
CC(=O)N1C2(C=CC1(C)C(=O)NCc1ccc(C)o1)CCCCC2 (configuration not stated) | 12%
CC(C)C[C@H](NC(=O)[C@@H](O)[C@H](N)Cc1ccccc1)C(=O)O | 0%
O=C(NCC1CCC(C(=O)O)CC1)c1cccnc1 (configuration not stated) | -2%
CCOC(=O)c1cccc(S(=O)(=O)N(CCO)Cc2cc3cc(OC)c(OC)cc3[nH]c2=O)c1 | 9%
Cc1ccnc(NC(=O)Nc2ccc(F)cc2)c1 | 3%
O=C1NCCCCC1NC1CC(=O)N(c2ccccc2)C1=O (configuration not stated) | 0%
O=C(Nc1ccc(N2CCN(Cc3ccccc3)CC2)cc1)c1cccnc1 | -3%
CN=C1CC(C)(C)CC(=O)/C1=C(/O)CCC(=O)NC | -7%
N#Cc1cn(-c2ccccc2)nc1-c1cc2ccccc2oc1=O | -2%
CC1CCC(NC(=O)CN2CCC(n3nnc4cc(F)ccc43)CC2)CC1 (configuration not stated) | -1%
The list goes on:
SMILES | AmpC inh det
Cc1cc(C)n2nc(S(=O)(=O)N(CC(C)C)CC(C)C)nc2n1 | 14%
CCOC(=O)C1CCN(c2c(NCc3ccc(C(=O)O)cc3)c(=O)c2=O)CC1 | 15%
O=c1c2ccccc2nc(-c2ccco2)n1-c1nccs1 | -1%
CC1(C)Cc2nc3oc4c(NCc5ccccc5)ncnc4c3cc2CO1 | -4%
CCN(Cc1ccccc1)C(=O)C1CCN(Cc2ccc(OC)c(OC)c2OC)CC1 | -2%
Brc1ccccc1C1=Nn2c(nnc2-c2ccccc2)SC1 | 2%
CC(=O)NCCn1c(C)cc2ccccc21 | 9%
CCOc1ccc(OCC)c(NC(=O)C2CCN(c3ncccn3)CC2)c1 | 10%
O=C(CN1C(=O)c2cccc3cccc1c23)Nc1ccc2c(c1)OCO2 | -4%
CCOC(=O)N1CCN(c2cc(=O)n(C3CCCCC3)c(=O)[nH]2)CC1 | 0%
CC(=O)Nc1nc(C)c(S(N)(=O)=O)s1 | -2%
Cn1cccc1C(=O)N1CCC2(CCN(C(=O)Nc3cccc(F)c3)CC2)CC1 | -6%
C/C(Sc1nnc(Cc2ccccc2)o1)=C(/O)c1ccccc1 | 16%
Cn1c(SCc2nc3ccccc3[nH]2)nnc1-c1cccnc1 | -1%
O=C(O)c1ccc(Cc2ccccc2C(=O)O)cc1 | 4%[5.75 µM]
CC1(c2ccccc2)NC(=O)N(CC(=O)Nc2cccc(C#N)c2)C1=O (configuration not stated) | -7%
OCc1nc(CO)n(Cc2ccccc2)n1 | -5%
CCC(=O)N1CCc2cc(Br)cc(S(=O)(=O)CC(=O)OC)c21 | 7%
CCC(C)NC(=O)CN(c1cc(C)ccc1OC)S(C)(=O)=O (configuration not stated) | 8%
CCCC[C@@H]1C[C@H]1C(NC(=O)c1cccs1)c1ccc(-c2ccccc2)cc1 (some centres not stated) | -4%
COC(=O)C1C(c2ccccc2)C(C(=O)N2CCOCC2)C1c1ccccc1 (configuration not stated) | -1%
Cc1ccc(CN2C(=O)C(C)(C)Oc3ccc(C(=O)N4CCCCC4)cc32)cc1 | 10%
CCN(CC)c1ccc2cc(NC(=O)CCC(=O)O)c(=O)oc2c1 | -2%
CCN(CC)S(=O)(=O)c1cc(C(=O)OC)ccc1Cl | 8%
CCCn1c(=O)c(-c2ccccc2)c(O)c2ccccc21 | 5%
Other structures
SMILES | AmpC inh det
CCCCCSc1nnc(C)c(=O)[nH]1 | -5%
Cc1noc(C)c1S(=O)(=O)N1CCC(C(=O)N2CCC(C)CC2)CC1 | -2%
CN(CC(=O)O)CC(=O)O | -2%[5.75 µM]
COc1ccccc1NC(NC(=O)c1ccco1)C(=O)c1ccccc1 (configuration not stated) | 9%
FC(F)(F)c1ccc(Sc2nnc(-c3cccs3)n2CC2CCCO2)nc1 (configuration not stated) | -3%
Cc1ccc(-c2noc(CCC(=O)Nc3cccc(C#N)c3)n2)cc1 | 1%
O=C1CN=C(c2cccs2)c2c(sc3c2CCCC3)N1 | -4%
CC(=O)N[C@@H]1CONC1=O | -5%[5.75 µM]
CC(=O)O[C@]12CC[N@+]3(C)CCCC[C@@H]3[C-]1Nc1ccccc12 | -1%[5.75 µM]
Clc1ccc(CSc2nnc(Cn3cnc4ccccc43)o2)cc1 | -6%
CC(C)CC(=O)N1CCN(Cc2cccc(F)c2)CC1 | 14%
CC(=O)NCCOc1ccc2oc3ccccc3c2c1 | 1%
COc1ccc(NC2c3ncccc3C(=O)N2Cc2ccccc2)c(OC)c1 (configuration not stated) | 0%
CCOc1ccccc1C(=O)N(C)Cc1cc2ccccc2[nH]c1=O | -2%
c1ccc(-c2nnn(CCN3CCCCC3)n2)cc1 | -4%[5.75 µM]
Cc1cc(C)c2oc(=O)cc(CN3CCOCC3)c2c1 | -2%
COc1cc2[nH]c3c(N4CCN(c5ccc(Cl)cc5)CC4)ncnc3c2cc1OC | -5%
Cc1cccc(C)c1NC(=O)COC(=O)c1nonc1N | -4%
Cc1ccc2c(C)nc(NC3=NCN(C(C)C)CN3)nc2c1 | -2%
CCOCCCNCC(=O)Nc1ccc(OC(F)(F)F)cc1 | 12%
CCOC(=O)c1cccc(NC(=O)N[C@@H](C)C(=O)OC)c1 | -5%
COc1cccc2cc(-c3nc(-c4cccs4)cs3)c(=O)oc12 | 3%
COc1ccc2c(c1)c(C(=O)CN1CCC3(CC1)OCCO3)c(C)n2C | 3%
Nc1ccccc1SCc1cn2ccccc2n1 | -2%
COC(=O)CCS(=O)(=O)c1cc(Cl)ccc1Cl | 8%
Cn1c(CCN2CCCCC2)nc2cc(NC(=O)C3CCCCC3)ccc21 | -4%

Some of the entries above, set out differently:
canonical_smiles,AmpC inh det
COc1ncnc(NS(=O)(=O)c2ccc(N)cc2)c1OC,0%[12.8 µM]
CC1(C)CC(=O)C(C=NCCN2CCN(C(=O)NC34CC5CC(CC(C5)C3)C4)CC2)=C(O)C1,6%
COc1ccccc1NC(NC(=O)c1ccco1)C(=O)c1ccccc1 (configuration not stated),9%
CCOCCCNCC(=O)Nc1ccc(OC(F)(F)F)cc1,12%
Cc1nnc(SCC(=O)N2CCC(c3noc4ccc(F)cc34)CC2)s1,-3%
